# TcdB GH inh – inhibitors of Clostridioides difficile toxin B glycohydrolase; inhibition, % at 9.99 µM; P18177; actives 0.24% (n = 350,000); TcdB glycohydrolase enzymatic assay, plate reader; in the data active = inhibition above about 10%
# CCHF vOTU inh – CCHFV vOTU protease inhibition; Pep-AMC fluorescence; inhibition, % at 11.5 µM; actives 0.55% (n = 370,000); AID 651958; in the data active = inhibition above about 30%; note: 0% = vehicle wells with enzyme and 100% = no enzyme wells
# Yp Topo-I inh – inhibitors of Yersinia pestis topoisomerase I; Y. pestis Topo-I cleavage product accumulation, plate reader; actives 0.064% (n = 360,000); activity, % at 10 µM; in the data active = activity above about 50%, passing the limit was not always enough; inconclusive = no clear call, values can overlap the other calls; note: inactives centre near 2
# FadD28 binding – M. tuberculosis FadD28 bisubstrate binding inhibition; actives 0.22% (n = 360,000); inhibition, % at 12.5 µM; FadD28 bisubstrate probe binding, fluorescence polarization; in the data active = inhibition above about 8.5%, passing the limit was not always enough; inconclusive = no clear call, values can overlap the other calls
# PrPC surface inh – cell surface PrPC inhibition, primary TR-FRET screen; TR-FRET read-out; inhibition, % at 13.8 µM; AID 720596; actives 0.43% (n = 370,000); in the data active = inhibition above about 24%; note: 0% = median of the test wells and 100% = reference compound wells
# BoNT F protease – BoNT F light chain protease inhibition | Multiplex microsphere protease cleavage assay, flow cytometry | inhibition, % at 10 µM | actives 0.22% (n = 360,000) | AID 588497; in the data active = inhibition above about 35%, passing the limit was not always enough; inconclusive = no clear call, values can overlap the other calls; note: plate controls were buffer without enzyme for full effect and enzyme alone for no effect
# Anthrax LF prot – anthrax lethal factor protease inhibition; inhibition, % at 10 µM; actives 0.12% (n = 360,000); multiplex microsphere protease cleavage assay, LF; P15917; note: plate controls were buffer without enzyme for full effect and enzyme alone for no effect
# PfHsp40 yeast – restores yeast growth despite PfHsp40 toxicity. growth rescue, % at 12.5 µM. actives 0.68% (n = 340,000). AID 504582. S. cerevisiae expressing PfHsp40, growth rescue, ATP luminescence; in the data active = growth rescue above about 28%, passing the limit was not always enough; inconclusive = no clear call, values can overlap the other calls;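 note: yeast W303a lacking pdr1 and pdr3 grown in galactose medium; growth measured after three days at 30 °C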
# BoNT A protease – blocks Botulinum neurotoxin A light chain protease. multiplex microsphere protease substrate cleavage, flow cytometry. actives 0.17% (n = 360,000). inhibition, % at 10 µM; note: plate controls were buffer without enzyme for full effect and enzyme alone for no effect
# * hit, by the source's call; ? = inconclusive; · = not tested or not shown. Cut-off read from the data, not from the text of the source, unless noted: active = inhibition above about 30%; inconclusive = no clear call, values can overlap the other calls; inactive = below that.
SMILES,TcdB GH inh,CCHF vOTU inh,Yp Topo-I inh,FadD28 binding,PrPC surface inh,BoNT F protease,Anthrax LF prot,PfHsp40 yeast,BoNT A protease
CCC(C)(C)n1nnnc1C(c1cc2cc(C)cc(C)c2[nH]c1=O)N1CCN(Cc2ccc3c(c2)OCO3)CC1 (stereo not given),·,10,-2,-3.6,-3,-14,-7,-0.8,-2.4
Cc1ccsc1C(=O)OCC(=O)N1CCOCC1,·,3,-2,-2.2,-3,?,-5,0.4,-0.2
Oc1ccc(CNc2ccc(F)cc2)c2cccnc12,·,10,-10,-0.2,-3,-21,0,-0.9,-4.0
O/N=C1\CCC2CN(C3CCCCC3)CC2C1 (stereo not given),·,-13,-3,-1.8,-3,-5,6,-0.8,-0.4
N#CCOC(=O)C1CSC2(c3ccc(Br)cc3)CCC(=O)N12 (stereo not given),-0.4,3,1,-3.3,-3,-7,0,0.9,-0.3
Cc1ccc2nc(S(=O)(=O)O)[nH]c2c1,·,-10,-5,0.1,2,5,-2,0.0,0.5
COC(=O)C[C@H]1c2cc(F)ccc2S(=O)(=O)N1c1ccccc1,0.8,0,-3,-1.4,2,-4,-2,-1.7,0.0
Cn1cc(CN2CCC(C(=O)N3CCCCC3)CC2)c(-c2ccccc2F)n1,·,-16,12,0.2,-3,-4,2,-1.5,0.2
CCN(CC)C(=S)Nc1ccc(C(=O)OC)cc1,-2.8,3,1,-3.0,9,-1,-2,-0.7,-2.0
CCn1c2ccccc2c2cc(NC(=O)CSc3nccc(=O)[nH]3)ccc21,-1.3,3,3,1.0,1,6,1,0.4,0.9
Cn1cc(-c2ccccc2C(=O)O)c(=O)c2ccccc21,0.5,10,3,-2.4,-1,?,-15,0.3,0.6
O=S1(=O)N[C@@H](CC2CCCCC2)COc2cc(Br)ccc21,0.4,5,14,-1.5,7,-8,-9,-0.2,-0.4
N#CC(C(=O)NC1CCCCC1)c1nc2ccccc2nc1N1CCN(c2ccccc2F)CC1 (stereo not given),·,9,5,-0.9,-1,30,22,-0.6,21
Cc1cc(C)n2nc(SCC(=O)N3CCN(c4ccccc4)CC3)nc2n1,0.2,-5,-1,-3.7,-2,-1,-7,-0.2,0.7
Cn1cc([N+](=O)[O-])c(C(=O)Nc2ccc(C(=O)N3CCCCC3)cc2)n1,0.2,1,12,0.8,-10,-3,1,0.8,0.2
CC(=O)Nc1ccc(NC(=O)CSc2ccc3nnc(CCNS(=O)(=O)c4ccc(C)cc4)n3n2)cc1,0.9,12,1,-3.6,-3,-5,-4,0.3,0.2
COc1ccc(NC(=O)c2ccccc2SC)c(OC)c1,1.7,6,3,-4.8,-4,-2,-5,8.2,-0.4
O=C(NCc1c[nH]c2ccccc12)c1ccccc1,0.9,7,-6,0.5,-4,-1,-4,-1.1,0.5
CCN1CCCC1CNC(=O)C(=O)Nc1ccccc1OC (stereo not given),·,-13,4,-3.5,-2,-4,0,-0.4,0.3
COc1ccc(C(=O)OCCN2CCCCC2)cc1,0.5,5,3,-1.1,-5,-1,0,2.6,-0.5
CCOC(=O)C1=CCN(S(=O)(=O)c2ccc(C)cc2)C1c1ccccc1 (stereo not given),0.8,4,·,-3.2,1,5,-2,·,-0.2
COc1ccc(CNC(=O)C2CCCN(S(=O)(=O)c3c(C)nn(C)c3C)C2)cc1 (stereo not given),2.1,0,0,-2.8,2,-5,-6,-0.8,0.3
CCOc1cccc(/C=C/c2ccc3cccc(O)c3n2)c1OC,1.2,-6,-8,-3.4,-20,-22,-1,168*,0.3
NC(=O)c1c(NC(=O)CN2CCCC2)sc2c1CCCC2,·,6,-1,-0.6,-1,-5,-4,2.9,-0.4
CC(C(=O)Nc1ccc2c(c1)OCCO2)N(C)CC(=O)Nc1ccccc1Br (stereo not given),1.6,8,8,-2.4,4,-23,0,-0.2,-5.5
COc1cccc(/C=N/NC(=O)CSc2ccccc2C)c1O,·,10,-1,-3.5,-6,3,0,0.2,0.3
CCCn1c(SC2C(=O)CC(C)(C)CC2=O)nc2c1c(=O)n(C)c(=O)n2C,·,-3,3,-1.5,0,-1,3,1.0,-0.3
CCOC(=O)c1cnn(-c2ccccc2)c1-c1ccncc1,0.7,6,8,0.2,-10,-16,-11,0.2,-2.1
O=[N+]([O-])c1ccc(Oc2ncccn2)cc1,0.4,-6,-2,-2.2,-16,-8,0,·,-1.1
CC(=O)Nc1ccccc1C(=O)OCc1ccc(C(=O)c2ccccc2)cc1,·,8,6,-0.1,20,8,-4,0.8,-0.3
Cc1ccc(NC(=O)c2noc3c2CCCCC3)cc1,·,-3,4,1.2,12,-1,0,-1.1,1.4
CC(=O)N[C@@H](C)C(=O)N1CCN(S(=O)(=O)c2ccc(Cl)cc2)CC1,0.5,5,3,-4.1,0,-1,1,-0.9,0.5
Nc1nc2ccc(Cl)cc2o1,1.9,6,1,-2.5,2,0,-12,1.4,-0.5
CC1(C)N=C(c2cccs2)C(C)(C)N1O,·,0,7,-2.5,5,18,4,2.1,0.5
O=C(CCCC(=O)N1CCN(c2cccc(Cl)c2)CC1)c1ccccc1,-0.7,4,24,-3.5,9,-2,-3,2.4,-1.2
COc1ccc(NC(=O)CN2CCN(C(=S)NC3CCCC3)CC2)cc1,-1.1,-11,2,-1.1,-6,?,-5,-1.4,?
Cc1cccc(NC(=O)COc2cccc3c2CCN(C)C3=O)c1C,1.0,3,-1,-4.2,8,2,3,0.1,0.0
O=C(CN1C(=O)NC2(CCCCCCC2)C1=O)Nc1ccc(Br)cc1Br,0.6,2,8,-2.3,-1,3,-9,1.7,-0.1
COc1cccc(CNC(=O)Cn2c(=O)oc3ccccc32)c1OC,-0.7,-9,6,-3.0,-1,-8,-2,1.4,-0.9
Cc1ccc(NC(=O)/C=C/c2ccco2)nc1,1.1,1,1,-2.0,-11,3,2,0.9,0.0
O=C(Nc1ccc(N2CCN(C(=O)c3ccco3)CC2)cc1)c1cc(Br)ccc1Cl,0.4,-11,11,-0.4,15,-10,2,12,-0.2
O=C(Nc1nc2c(s1)CCCC2)c1cccs1,·,16,5,-9.6,0,3,-1,-1.4,0.2
O=C(Cn1cc(C(F)(F)F)ccc1=O)NC(c1ccccc1)c1ccccc1,0.8,3,-5,-0.2,0,-2,-1,-0.7,-0.4
C=CCn1c(O)c(C(CC)=Nc2ccc3c(c2)CCC3)c(=O)[nH]c1=O,0.3,-4,5,-3.7,3,2,0,-0.4,0.0
CCCOC(=O)C1[C@H]2C(=O)N(CCCOC)C[C@]23C=C[C@H]1O3 (stereo not given in full),1.2,-6,-2,-2.8,0,-6,1,-0.1,-0.2
O=C(COc1ccccc1)NNC(=O)c1ccc(Cl)cc1,1.0,0,-3,-3.4,7,2,0,-1.2,-0.5
CC(C)C[C@H]1CNC(=O)C(=O)N1C[C@H](Cc1ccc(O)cc1)NC(=O)Cc1ccccc1,-0.2,-5,·,·,-9,-7,2,·,-1.1
Cc1c(C(=O)O)sc(=S)n1CCOc1ccccc1,·,15,16,2.2,-2,-4,-2,-0.6,0.0
Cc1ccc(-n2c(SCC(=O)Nc3cc(C)on3)nc3ccccc3c2=O)cc1,·,-13,1,-1.0,5,-1,1,-1.9,0.4
CC(=O)C1=C(C)NC(=O)NC1c1ccc2c(c1)OCO2 (stereo not given),1.5,-15,-2,-2.2,9,?,5,-0.4,-3.1
COc1ccc(/C=N/N=C(\N)c2nonc2N)cc1,0.7,10,-4,-0.9,-6,-7,1,0.8,0.1
CC(C)Cc1cc(C(=O)Nc2ccc3c(c2)OCO3)no1,0.9,5,8,-3.0,31*,-6,-4,1.8,-0.7
O/N=C1/C(=C\c2ccccc2)N2CCC1CC2,·,-12,-2,0.3,-6,9,-5,-2.9,7.2
COc1cc(NC(=O)c2ccccc2)ccc1NC(=O)c1cc2ccccc2o1,1.0,-19,1,0.1,-1,-13,8,-1.2,-3.4
Cc1nc(-c2cccc(N)c2)cs1,0.4,-4,0,-0.4,3,-13,-13,0.4,0.4
COc1ccccc1CNC(=O)CN1C(=O)NC(c2ccccc2)(c2ccc(C)c(C)c2)C1=O (stereo not given),4.8,26,-1,-0.1,-1,4,6,-0.2,-3.6
CC(C)(Cl)C1Cc2cc3ccc(=O)oc3cc2O1 (stereo not given),1.7,-115,5,-0.2,6,-1,1,0.1,-0.2
O=C(NC1CC(=O)c2sccc21)c1ccc(Cl)cc1Cl (stereo not given),0.3,-10,5,-1.6,3,-7,-10,-1.3,0.0
COc1ccc(C(=O)O/N=C(/c2ccccc2)c2ccncc2)cc1,3.1,12,27,0.5,5,0,4,-1.6,-1.6
CC(Oc1cccc(Br)c1)C(=O)NNC(=O)CCS(=O)(=O)c1ccccc1 (stereo not given),1.4,-4,3,-2.5,-1,-14,-7,-0.5,-0.3
# (cont.)
SMILES,TcdB GH inh,CCHF vOTU inh,Yp Topo-I inh,FadD28 binding,PrPC surface inh,BoNT F protease,Anthrax LF prot,PfHsp40 yeast,BoNT A protease
CC(=O)c1c(C)[nH]c(C(=O)OCC(=O)Nc2ncc(Cl)c(C)c2Cl)c1C,·,13,0,-3.1,0,4,-10,1.3,0.9
NNC(=O)c1nnn(-c2nonc2N)c1CN1CCCC1,-2.6,-9,5,-1.4,1,?,5,0.1,2.0
COc1ccc(CCN(C)C(=O)CSc2nnc(-c3ccco3)o2)cc1OC,0.0,16,5,-1.5,-6,-9,11,-0.2,0.0
CCC(C)NC(=O)CSc1nc2ccsc2c(=O)n1NC(=O)c1ccccc1 (stereo not given),·,-4,-3,0.0,2,-6,-13,1.1,0.5
Cc1c(Br)c([N+](=O)[O-])nn1CC(=O)Nc1sc2c(c1C(=O)OC(C)C)CCC(C)C2 (stereo not given),·,2,0,-1.5,8,2,1,0.7,-1.4
C=CCN1C(=O)C(Cc2ccccc2Cl)SC1=Nc1ccc(C(=O)O)cc1 (stereo not given),-2.5,2,5,-2.1,4,0,5,0.4,0.2
Cc1ccc(-n2nc3ccc(NC(=O)c4cccc([N+](=O)[O-])c4C)cc3n2)cc1,·,-26,-2,-0.9,0,-5,-2,-0.4,-1.1

# By substructure, the compounds so far with an aryl methoxy group.
SMILES,TcdB GH inh,CCHF vOTU inh,Yp Topo-I inh,FadD28 binding,PrPC surface inh,BoNT F protease,Anthrax LF prot,PfHsp40 yeast,BoNT A protease
COc1ccc(NC(=O)c2ccccc2SC)c(OC)c1,1.7,6,3,-4.8,-4,-2,-5,8.2,-0.4
CCN1CCCC1CNC(=O)C(=O)Nc1ccccc1OC (stereo not given),·,-13,4,-3.5,-2,-4,0,-0.4,0.3
COc1ccc(C(=O)OCCN2CCCCC2)cc1,0.5,5,3,-1.1,-5,-1,0,2.6,-0.5
COc1ccc(CNC(=O)C2CCCN(S(=O)(=O)c3c(C)nn(C)c3C)C2)cc1 (stereo not given),2.1,0,0,-2.8,2,-5,-6,-0.8,0.3
CCOc1cccc(/C=C/c2ccc3cccc(O)c3n2)c1OC,1.2,-6,-8,-3.4,-20,-22,-1,168*,0.3
COc1cccc(/C=N/NC(=O)CSc2ccccc2C)c1O,·,10,-1,-3.5,-6,3,0,0.2,0.3
COc1ccc(NC(=O)CN2CCN(C(=S)NC3CCCC3)CC2)cc1,-1.1,-11,2,-1.1,-6,?,-5,-1.4,?
COc1cccc(CNC(=O)Cn2c(=O)oc3ccccc32)c1OC,-0.7,-9,6,-3.0,-1,-8,-2,1.4,-0.9
COc1ccc(/C=N/N=C(\N)c2nonc2N)cc1,0.7,10,-4,-0.9,-6,-7,1,0.8,0.1
COc1cc(NC(=O)c2ccccc2)ccc1NC(=O)c1cc2ccccc2o1,1.0,-19,1,0.1,-1,-13,8,-1.2,-3.4
COc1ccccc1CNC(=O)CN1C(=O)NC(c2ccccc2)(c2ccc(C)c(C)c2)C1=O (stereo not given),4.8,26,-1,-0.1,-1,4,6,-0.2,-3.6
COc1ccc(C(=O)O/N=C(/c2ccccc2)c2ccncc2)cc1,3.1,12,27,0.5,5,0,4,-1.6,-1.6
COc1ccc(CCN(C)C(=O)CSc2nnc(-c3ccco3)o2)cc1OC,0.0,16,5,-1.5,-6,-9,11,-0.2,0.0

# Compound activity from PubChem BioAssay.
